# Bioassay records from PubChem.
# Tat export inh – E. coli Tat transport inhibition | inhibition, % at 10 µM | hit rate 0.036% among 340,000 | E. coli MC4100 TorA-mCherry Tat export, fluorescence;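 active means mean replicate inhibition at least 50% and at least half of replicates individually reaching 50%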;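 further: exported cargo escapes ClpAP degradation while cytoplasmic cargo is degraded and loses fluorescence; 0% = median of neutral control wells and 100% = median of NaSCN control wells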
# DAGLB inh – diacylglycerol lipase beta (human) inhibition. AID 504411. inhibition, % at 5.17 µM. Q8NCG7. HEK293T DAGLB membrane lysate, EnzChek fluorogenic substrate. hit rate 0.059% among 340,000; in the data active means inhibition above about 34%;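 further: 0% = enzyme with vehicle and 100% = wells lacking enzyme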
# HTR5A ag – activates human HTR5A in OPRM1-OPRD1 agonist counter-screen; hit rate 0.61% among 340,000; P47898; HTR5A agonist assay, luminescence, cell-based; activation, % at 9.3 µM; AID 504692; in the data active means activation mostly above about 9.5%, no sharp cut-off; inactive means mostly below about 7.6%;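 further: 0% = cells with vehicle only and 100% = reference agonist; strong numbers were not always called active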
# PKA-R2B act – activates the human PKA-R2B holoenzyme complex | PKA-R2B holoenzyme dissociation, Cy5-IP20 fluorescence polarization; R2B truncated from residue 108, S112A mutant; 0% DMSO only, 100% 113 µM cGMP | activation, % at 11.4 µM | hit rate 0.079% among 340,000;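 active means activation above a cutoff set at the mean over all compounds plus 3 SD, cut at about 18% in these data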;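 further: higher means more holoenzyme dissociation and a rise in polarization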
# Target sequence (P31323 whole entry, looked up, other chains not shown, the tested form may be a part): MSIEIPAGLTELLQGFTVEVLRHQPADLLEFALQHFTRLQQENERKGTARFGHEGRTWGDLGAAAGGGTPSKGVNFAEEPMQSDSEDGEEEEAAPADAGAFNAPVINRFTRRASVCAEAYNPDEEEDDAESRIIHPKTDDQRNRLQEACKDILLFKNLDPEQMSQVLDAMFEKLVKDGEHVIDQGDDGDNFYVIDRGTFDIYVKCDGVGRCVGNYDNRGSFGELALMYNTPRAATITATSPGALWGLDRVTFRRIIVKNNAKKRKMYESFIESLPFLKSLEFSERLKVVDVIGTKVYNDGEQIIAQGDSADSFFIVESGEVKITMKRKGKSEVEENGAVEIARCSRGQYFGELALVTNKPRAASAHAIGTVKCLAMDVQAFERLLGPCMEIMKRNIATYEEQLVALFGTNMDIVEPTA
# HTR5A inv ctr – HTR5A inverse agonism, opioid heterodimer counter-screen | HTR5A cell line, luminescence | inhibition, % at 9.3 µM | hit rate 0.083% among 340,000; in the data active means inhibition mostly above about 23%, no sharp cut-off; inactive means mostly below about 18%;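 further: 0% = cells with DMSO and 100% = no-cell wells with DMSO; some compounds called inactive have numbers as strong as hits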
# PKA-R1A activ – PKA-R1A complex activation; AID 504707; hit rate 0.083% among 340,000; PKA-R1A dissociation, Cy5-IP20 fluorescence polarization; scaled: DMSO 0%, 113 µM cGMP 100%; activation, % at 11.4 µM; P00514+P68181;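 active means percent activation above the mean of all tested compounds plus 3 SD, cut at about 19% in these data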;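 further: higher means more PKAc released from R1A so a rise in polarization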
# SUMO Mot1 rescue – SUMOylation pathway inhibition by Mot1-301 growth rescue; S. cerevisiae Mot1-301 growth rescue, ATP luminescence, 38.5C; percent above DMSO median, 100 means doubled; growth rescue, % at 18.8 µM; hit rate 1% among 320,000; AID 2716;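 active means every valid replicate shows activation above 250% relative to neutral control wells; inactive means the rest, any valid replicate at or below 250%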;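 further: OY570 slx delta 5 strain wells were the positive control but not used for scaling; some compounds called inactive have numbers as strong as hits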
# phage Ecoli inh – E. coli growth loss with phage present | growth absorbance | inhibition, % at 11.9 µM | AID 651602 | hit rate 0.26% among 360,000; in the data active means inhibition above about 11%
# CDK5 p35 inh – inhibitors of human CDK5/p35 kinase; AID 488839; Q00535+Q15078; hit rate 0.01% among 330,000; Recombinant CDK5/p35, ADP-Glo luminescence, 60 min; inhibition, % at 10 µM;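 active means highest replicate inhibition of at least 50% and at least 75% of replicates reaching 50%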;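 further: plate controls were DMSO neutral control for no effect and GW8510 at 10 µM for full effect; many of its hits are not listed in these tables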
# Target sequence (Q00535 whole entry, looked up): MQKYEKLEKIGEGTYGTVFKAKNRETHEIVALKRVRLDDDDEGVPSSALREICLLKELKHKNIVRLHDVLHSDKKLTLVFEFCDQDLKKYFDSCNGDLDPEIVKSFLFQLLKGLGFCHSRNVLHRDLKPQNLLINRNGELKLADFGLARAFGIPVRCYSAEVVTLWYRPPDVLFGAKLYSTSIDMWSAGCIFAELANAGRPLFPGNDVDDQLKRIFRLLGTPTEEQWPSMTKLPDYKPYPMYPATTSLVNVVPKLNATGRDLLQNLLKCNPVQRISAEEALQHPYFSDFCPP
# Target sequence (Q15078 whole entry, looked up): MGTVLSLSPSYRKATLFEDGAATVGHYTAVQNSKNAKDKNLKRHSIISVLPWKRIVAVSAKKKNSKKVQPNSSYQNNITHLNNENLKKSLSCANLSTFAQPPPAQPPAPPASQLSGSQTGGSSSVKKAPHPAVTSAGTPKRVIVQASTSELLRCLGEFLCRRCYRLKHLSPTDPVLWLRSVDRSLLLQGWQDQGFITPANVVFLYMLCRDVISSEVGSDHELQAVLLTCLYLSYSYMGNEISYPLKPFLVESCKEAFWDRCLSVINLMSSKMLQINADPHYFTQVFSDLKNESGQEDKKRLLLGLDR
# Ecoli viability – reduces bacterial viability in AddAB counter-screen; E. coli V3065 growth, OD600 absorbance, 18 h; AID 449728; hit rate 0.27% among 330,000; inhibition, % at 11.9 µM;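 active means inhibition above the campaign's mean inhibition across all tested compounds plus 3 SD, cut at about 9.9% in these data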;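 further: uninfected addAB+ strain grown without phage in ampicillin broth; 0% = DMSO wells and 100% = ciprofloxacin 0.95 µg/ml wells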
# AddAB inh – less growth of phage-infected E. coli with AddAB; E. coli expressing H. pylori AddAB, absorbance growth; inhibition, % at 11.9 µM; hit rate 0.29% among 330,000; AID 435030; in the data active means inhibition above about 12%;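 further: 0% = vehicle wells of infected cells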
# Active calls of the source: *; . = not tested or not shown.
SMILES,Tat export inh,DAGLB inh,HTR5A ag,PKA-R2B act,HTR5A inv ctr,PKA-R1A activ,SUMO Mot1 rescue,phage Ecoli inh,CDK5 p35 inh,Ecoli viability,AddAB inh
CCOc1ccc(CC(=O)Nc2nccs2)cc1OCC,8,-1,-2,2,-8,-7,-16,2.7,-0.5,-3.5,-0.8
CCOC(=O)Cn1c2ccccc2c2nc3ccccc3nc21,-4,-2,-2,11,11,0,7,-1.1,1.0,-2.4,0.2
CCCCn1c(N)c(N(CCOC)C(=O)CN(C)S(=O)(=O)c2ccc(F)cc2)c(=O)[nH]c1=O,4,1,6,-14,6,-4,-2,5.9,-0.3,-0.6,-2.5
CC(=O)c1ccc(NC(=O)Cn2cnc(S(=O)(=O)N3CCc4ccccc43)c2)cc1,2,1,0,-4,-7,-9,-14,-3.5,2.7,-3.4,1.4
COC(=O)c1ccccc1NC(=O)CSc1nnc(COc2cccc(OC)c2)n1C,7,-3,2,-7,-7,2,-9,2.7,-1.4,1.7,5.0
Cc1ccc(C)c(N2CCN(C(=O)c3csc(C)c3C)CC2)c1,7,-6,5,-1,-14,-13,7,-1.2,1.2,-0.5,4.9
C=CS(=O)(=O)N(Cc1ccccc1Br)[C@H](CO)CC(C)C,6,16,3,6,-8,-7,.,2.7,-0.8,.,.
Cc1onc(-c2ccccc2Cl)c1C(=O)Oc1cccc2cccnc12,-3,-3,-4,3,10,-2,.,2.2,-1.3,0.9,-0.5
O=C(CN(C(=O)CNC(=O)c1ccco1)c1ccc(F)c(Cl)c1)NC1CCCCC1,1,-2,-4,6,-18,-9,-5,2.1,-0.5,-0.8,3.5
O=C(Nc1cc(C(F)(F)F)ccc1N1CCOCC1)c1cncc(Br)c1,-1,-1,-2,-6,7,-12,-5,0.8,-0.9,-1.1,2.6
COc1ccccc1NC(=O)CCCN1C(=O)C2CC=CCC2C1=O (stereo not drawn),2,-1,4,11,4,1,407,2.8,-0.6,1.0,0.2
Cc1cc(NC(=O)CSc2nc(-c3ccco3)cc(C(F)(F)F)n2)n(-c2ccccc2)n1,5,0,1,-1,-15,-15,-8,-0.5,-1.5,0.8,1.7
COc1ccc(CCNC(=O)CNC(=O)c2ccco2)cc1,-4,-1,-5,1,13,-13,-5,0.3,1.5,-1.8,2.7
COc1cc(CCCN[C@H](CN)Cc2ccccc2)cc(OC)c1OC,3,-3,4,-3,-12,-9,-9,1.4,0.2,-1.1,2.4
O=C(c1ccco1)N1CCN(c2c([N+](=O)[O-])nn(-c3ccc(Cl)cc3)[n+]2[O-])CC1,7,0,6,-6,-18,0,14,1.4,-1.2,1.8,3.3
CCOC(=O)/C=C1\Nc2ccccc2SC1=O,-2,-4,8,-6,-7,-7,88,0.8,-1.0,1.5,4.0
Cc1cccc(N2C(=O)CC(n3ccnc3)C2=O)c1C (stereo not drawn),-8,0,-1,-3,-10,4,.,1.7,-1.7,2.3,1.0
Cc1cc(NC(=O)CSc2nc(C(C)(C)C)nc3ccccc23)no1,1,-15,7,3,-7,0,-9,2.1,0.1,-0.3,-0.3
CC1(C)OC(=O)C(=CNc2ncccn2)C(=O)O1,-1,-1,6,2,-10,-7,-5,3.1,-3.2,2.1,1.6
COn1c(SCc2ccccc2)nc2ccccc2c1=O,0,-7,3,5,-9,1,3,-0.1,-2.2,2.5,-0.7

# Some of the entries so far, as labelled records:
C=CS(=O)(=O)N(Cc1ccccc1Br)[C@H](CO)CC(C)C
  Tat export inh: 6
  DAGLB inh: 16
  HTR5A ag: 3
  PKA-R2B act: 6
  HTR5A inv ctr: -8
  PKA-R1A activ: -7
  SUMO Mot1 rescue: .
  phage Ecoli inh: 2.7
  CDK5 p35 inh: -0.8
  Ecoli viability: .
  AddAB inh: .
Cc1cccc(N2C(=O)CC(n3ccnc3)C2=O)c1C (stereo not drawn)
  Tat export inh: -8
  DAGLB inh: 0
  HTR5A ag: -1
  PKA-R2B act: -3
  HTR5A inv ctr: -10
  PKA-R1A activ: 4
  SUMO Mot1 rescue: .
  phage Ecoli inh: 1.7
  CDK5 p35 inh: -1.7
  Ecoli viability: 2.3
  AddAB inh: 1.0

# 2 compounds picked at random from the list so far:
SMILES,Tat export inh,DAGLB inh,HTR5A ag,PKA-R2B act,HTR5A inv ctr,PKA-R1A activ,SUMO Mot1 rescue,phage Ecoli inh,CDK5 p35 inh,Ecoli viability,AddAB inh
CC(=O)c1ccc(NC(=O)Cn2cnc(S(=O)(=O)N3CCc4ccccc43)c2)cc1,2,1,0,-4,-7,-9,-14,-3.5,2.7,-3.4,1.4
CCOC(=O)/C=C1\Nc2ccccc2SC1=O,-2,-4,8,-6,-7,-7,88,0.8,-1.0,1.5,4.0

# Additional results follow.
SMILES,Tat export inh,DAGLB inh,HTR5A ag,PKA-R2B act,HTR5A inv ctr,PKA-R1A activ,SUMO Mot1 rescue,phage Ecoli inh,CDK5 p35 inh,Ecoli viability,AddAB inh
CC1CN(c2ccc([N+](=O)[O-])cc2F)CCN1C(=O)c1ccco1 (stereo not drawn),2,-2,-2,3,-5,-4,-13,0.9,-1.8,-0.3,3.4
CCOc1cc(C2NC(=O)NC(C)=C2C(=O)OC(C)CC)cc(Br)c1O (stereo not drawn),-3,5,2,-13,5,0,6,1.9,-2.1,-2.8,-0.7
Cc1ccc(NC(=O)C2CCN(S(=O)(=O)c3ccccc3)CC2)cc1,2,0,-1,-3,3,-14,-2,0.0,-2.9,0.8,5.8
COc1cc(/C=N\NC(=O)c2ccc(C)nc2)ccc1OC(=O)c1ccco1,-6,0,-1,-4,21,4,-1,0.3,-1.9,-1.6,2.0
CC(=O)N1CCc2cc(C(=O)CN3CCN(c4ccccc4F)CC3)ccc21,7,-1,10,-6,-30,-11,8,4.8,0.0,0.4,0.0
COc1cc(NC(=S)N2CCN(S(C)(=O)=O)CC2)cc(OC)c1,-9,1,2,6,20,4,2,1.7,0.1,.,.
O=C1CN2C(=N1)N(Cc1ccccc1)c1ccccc12,1,-1,9,5,8,8,4,3.1,.,-1.6,1.9
CC(=O)OCC(=O)C1(O)CCC2C3CCC4=CC(=O)C=CC4(C)C3C(=O)CC21C (stereo not drawn),4,2,-2,1,8,-11,.,4.6,1.6,.,.
Cc1cc(C(=O)Nc2nc(-c3ccccn3)cs2)ccc1[N+](=O)[O-],6,5,-1,6,4,-7,-5,-1.8,-1.4,-6.8,-3.1
O=C(CCn1c(=S)[nH]c2ccccc2c1=O)N1CCOCC1,10,-2,10,12,-29,2,-6,0.5,-4.6,-1.0,-0.9
O=C(C[n+]1cnn(CC(=O)c2ccc(Cl)cc2Cl)c1)c1ccc([N+](=O)[O-])cc1,-11,19,4,7,-14,7,-12,5.1,3.5,-2.6,3.1
Cc1ccc(C(=O)N/C(=C\c2ccco2)C(=O)NCCN2CCOCC2)cc1,4,-2,6,3,-17,5,-1,2.2,1.0,-2.8,0.5
O=C(Nc1cccc(S(=O)(=O)N2CCOCC2)c1)C(c1ccccc1)N1CCCCC1 (stereo not drawn),1,1,-1,-5,2,-14,-3,2.9,-2.7,-2.0,-2.4
S=C(NCc1ccc(Cl)cc1)NN1CCOCC1,-9,1,2,-8,20,0,231,4.3,-1.5,2.9,0.8
COc1ccc(CC(=O)NNC(=O)COc2ccc(Cl)cc2C)cc1S(=O)(=O)N1CCOCC1,-4,0,3,-4,-9,-5,13,1.2,0.9,-2.6,2.1
CCOC(=O)c1sc(NC(=S)NC(=O)c2cccc(Cl)c2)c(C(=O)OCC)c1C,-7,0,-2,-12,1,1,.,.,0.0,2.6,3.6
Cc1c(C2Nc3ccccc3NC3=C2C(=O)CC(C)(C)C3)cnn1C (stereo not drawn),1,-3,-4,-2,8,-5,.,0.8,1.5,1.5,3.3
COCCN=C1NN=C(c2cc(C)n(CC3CCCO3)c2C)CS1 (stereo not drawn),1,2,1,9,-3,-2,108,1.1,-3.1,0.0,0.2
Cc1ccc2[nH]c3c(NCCCN4CCCC4=O)ncnc3c2c1,2,-1,1,9,13,10,-26,2.9,1.4,5.7,3.7
O=C1N(c2ccccc2C(F)(F)F)O[C@@]1(c1ccccc1)C1CCCCC1,7,-9,4,-10,-21,-14,9,1.1,3.4,0.4,3.4

# One compound at a time, from the list above. Screens in order: Tat export inh	DAGLB inh	HTR5A ag	PKA-R2B act	HTR5A inv ctr	PKA-R1A activ	SUMO Mot1 rescue	phage Ecoli inh	CDK5 p35 inh	Ecoli viability	AddAB inh
# COc1ccc(CC(=O)NNC(=O)COc2ccc(Cl)cc2C)cc1S(=O)(=O)N1CCOCC1 is entered as -4	0	3	-4	-9	-5	13	1.2	0.9	-2.6	2.1
# S=C(NCc1ccc(Cl)cc1)NN1CCOCC1 is entered as -9	1	2	-8	20	0	231	4.3	-1.5	2.9	0.8

# The list continues.
SMILES,Tat export inh,DAGLB inh,HTR5A ag,PKA-R2B act,HTR5A inv ctr,PKA-R1A activ,SUMO Mot1 rescue,phage Ecoli inh,CDK5 p35 inh,Ecoli viability,AddAB inh
Cc1c(C=O)c(=O)n(-c2ccccc2)n1C,2,0,0,-3,0,-6,-17,0.9,-0.7,0.4,4.0
O=c1[nH]c(=O)n(CCc2ccc(F)cc2)c(O)c1C=NCc1ccc2c(c1)OCO2,-5,0,-2,-1,-2,0,11,1.3,-2.0,2.1,4.1
O=C(N/N=C/C1CC=CCC1)c1ccc(O)cc1O (stereo not drawn),-17,-3,-1,-4,-23,5,4,1.3,-0.2,-0.3,5.6
C=CCN1CCN(C(c2cc(OC)ccc2OC)c2nnnn2CC2CCCO2)CC1 (stereo not drawn),17,-1,-3,-4,18,-3,10,1.6,2.9,-1.9,1.1
Cc1nc(N/N=C/c2ccc(Br)cc2)cc(N2CCOCC2)n1,5,-6,8,-4,-23,3,25,5.2,2.2,-1.9,3.8
CCCC(=O)Nc1ccc(C(=O)NCc2ccccn2)cc1,-4,-1,3,-6,-7,-2,20,2.1,0.3,-2.6,-0.2
COc1cc(/C=N/N(C)C)ccc1OC(=O)c1cccs1,-1,-4,-2,-8,-27,-2,65,2.8,-0.2,1.7,3.1
CCOC(=O)C1=CN(CC)S(=O)(=O)NC1c1cccc(OC)c1 (stereo not drawn),2,1,-3,8,11,-2,.,3.0,-3.6,0.4,-1.4
